# Screening results as filed in PubChem BioAssay.
# BAP1 block = human BAP1 deubiquitinase inhibition; recombinant BAP1, Ub-AMC hydrolysis fluorescence kinetic; hits give low values; activity remaining (% of control), % at 20 µM; Q92560; hit rate 0.48% among 72,000; AID 436;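 active means activity remaining at or below 50% of control, provided the compound also passes the data quality filters; inactive means the rest, including low values that fail the filters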;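 further: 100% = DMSO wells rate and 0% = substrate alone blank rate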
# Target sequence (Q92560 whole entry, looked up): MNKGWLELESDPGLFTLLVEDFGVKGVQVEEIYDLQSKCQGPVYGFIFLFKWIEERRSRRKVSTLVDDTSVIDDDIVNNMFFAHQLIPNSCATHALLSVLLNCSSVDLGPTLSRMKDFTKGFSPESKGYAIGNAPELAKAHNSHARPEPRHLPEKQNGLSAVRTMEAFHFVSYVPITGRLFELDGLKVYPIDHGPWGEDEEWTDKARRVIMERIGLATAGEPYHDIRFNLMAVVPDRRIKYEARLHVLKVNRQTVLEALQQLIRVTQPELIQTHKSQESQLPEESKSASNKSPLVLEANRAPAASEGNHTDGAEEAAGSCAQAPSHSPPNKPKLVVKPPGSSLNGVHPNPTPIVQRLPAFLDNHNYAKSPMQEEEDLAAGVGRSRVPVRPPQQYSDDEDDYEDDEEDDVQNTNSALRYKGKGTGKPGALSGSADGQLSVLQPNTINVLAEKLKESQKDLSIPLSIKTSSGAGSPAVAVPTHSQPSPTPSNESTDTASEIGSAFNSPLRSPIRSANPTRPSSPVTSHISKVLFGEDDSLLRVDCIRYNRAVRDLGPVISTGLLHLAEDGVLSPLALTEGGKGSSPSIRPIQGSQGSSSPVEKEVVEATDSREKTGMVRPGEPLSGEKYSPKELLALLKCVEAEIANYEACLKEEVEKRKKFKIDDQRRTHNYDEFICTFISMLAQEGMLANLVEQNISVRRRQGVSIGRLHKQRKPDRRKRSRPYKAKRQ
# HePTP inhibitor = blocks human HePTP tyrosine phosphatase | recombinant HePTP phosphatase activity, OD absorbance | inhibition, % at 20 µM | hit rate 0.64% among 110,000 | P35236; in the data active means inhibition above about 50%;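 further: plate controls were vehicle for no effect and reference inhibitor for full effect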
# Target sequence (P35236 whole entry, looked up): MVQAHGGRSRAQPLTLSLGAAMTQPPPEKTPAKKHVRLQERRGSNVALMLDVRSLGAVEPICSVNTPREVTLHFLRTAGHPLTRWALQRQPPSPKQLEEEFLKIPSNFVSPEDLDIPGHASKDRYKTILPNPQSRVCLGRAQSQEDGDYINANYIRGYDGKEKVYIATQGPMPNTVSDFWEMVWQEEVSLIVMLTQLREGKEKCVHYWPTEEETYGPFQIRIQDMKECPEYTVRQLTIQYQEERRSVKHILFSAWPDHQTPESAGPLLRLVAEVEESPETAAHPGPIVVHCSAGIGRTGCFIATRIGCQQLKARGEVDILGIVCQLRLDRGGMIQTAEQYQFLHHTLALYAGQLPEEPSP
# * marks the source's active call; other numbers are inactive results; / = no result given; & = joins results of further samples.
item | SMILES | BAP1 block | HePTP inhibitor
1 | COc1cccc(OC)c1OCCOCCOc1ncnc2ccccc12 | / | 4
2 | COC(=O)C1C2C=CC3(CN(c4cccc(C)c4)C(=O)C13)O2 (stereo not drawn) | 109 | 6
3 | COc1cc(NC(=O)c2ccc3ccccc3c2)ccc1NC(=O)c1ccco1 | / | 6
4 | CC(=O)N(CCC1(Cc2ccccc2)CCOC(C)(C)C1)Cc1ccccc1 (stereo not drawn) | / | 7
5 | C/C(=N\NC(=O)C(C)Sc1nc(C)cc(C)n1)c1ccc(Br)cc1 (stereo not drawn) | / | 6
6 | CCCNC(=O)C(NS(=O)(=O)c1cccc2nsnc12)c1ccccc1 (stereo not drawn) | 80 | -1
7 | CC(C)(C)c1ccc(OCC(=O)Nc2sc3c(c2C(N)=O)CCCC3)cc1 | / | 14
8 | CCOC(=O)C1=C(O)/C(=C/c2ccc(C(C)(C)C)cc2)SC1=Nc1ccccc1 | / | 5
9 | C/C(=C\C(=O)c1ccccc1)Nc1cc(C)ccc1Cl | / | -8
10 | COc1ccc(Cl)cc1NC(=O)CCN1CCN(c2ccccc2C)CC1 | 64 | 6
11 | CCOC(=O)Oc1ccc2c(=O)c(Oc3ccc(OC)cc3)c(C(F)(F)F)oc2c1 | / | -2
12 | O=C(Nc1cccc(C(F)(F)F)c1)C1CCCN1S(=O)(=O)c1cccc2cccnc12 (stereo not drawn) | 80 | 6
13 | O=[N+]([O-])c1ccc(Cl)c(/C=N/N2CCN(Cc3cccc4ccccc34)CC2)c1 | / | -3
14 | COc1ccc(C2(CNC(=O)C3COc4ccccc4O3)CCCC2)cc1OC (stereo not drawn) | / | 6
15 | CC(=O)Nc1ccccc1NC(=O)CN(C)S(=O)(=O)c1ccc(C)cc1 | 66 | 0
16 | O=C(COc1ccc(Cl)cc1Br)N/N=C/c1ccc([N+](=O)[O-])s1 | / | 3
17 | CC(=O)c1ccc(NC(=S)NC(NC(=O)Cc2ccccc2)C(Cl)(Cl)Cl)cc1 (stereo not drawn) | / | 2
18 | Ic1ccc(OCCCCN2CCCC2)cc1 | / | -14
19 | C(=N\N=C1c2ccccc2-c2ccccc21)/c1ccc2c(c1)OCO2 | / | 0
20 | O/N=C/c1ccc(OCC(O)COc2ccc(/C=N/O)cc2)cc1 | 71 | -3
21 | COC(=O)c1ccc2c(=O)n(CCCCCC(=O)N3CCN(c4ccc(F)cc4)CC3)c(=O)[nH]c2c1 | / | 3
22 | CC(=O)/C(C#N)=C1\NC(=O)C(Cc2ccccc2Cl)S1 (stereo not drawn) | 134 | 2
23 | COc1ccc(C2N(C(=O)c3ccccc3)CCN2C(=O)c2ccccc2)cc1 | 88 | 5
24 | O=C(Nc1ccccc1C(=O)N/N=C/c1ccc(F)cc1)c1ccccc1Br | / | -11
25 | CCc1nc2ccccc2c(C(=O)OCC(=O)NCCCN2CCCC2=O)c1C | 97 | 7
26 | O=c1oc2cc(OCCO)ccc2c2c1CCCC2 | / | 11
27 | CCCC(=O)Nc1ccc(-c2nc3cc(C)c(C)cc3o2)cc1 | / | 2&-15
28 | CCOC(=O)C1CCN(C(=O)c2ccccc2Br)CC1 | / | 2
29 | CCN(CCCc1ccccc1)CCCc1ccccc1 | 77 | 10
30 | CCNc1nc(N)nc(Oc2ccc(OCCOc3ccc(Cl)cc3Cl)nn2)n1 | 93 | 4

# Profiles from above:
# `C/C(=C\C(=O)c1ccccc1)Nc1cc(C)ccc1Cl` as listed: BAP1 block: /; HePTP inhibitor: -8
# `O/N=C/c1ccc(OCC(O)COc2ccc(/C=N/O)cc2)cc1` as listed: BAP1 block: 71; HePTP inhibitor: -3

# The list goes on:
item | SMILES | BAP1 block | HePTP inhibitor
31 | CCCn1c(SCC(=O)c2ccc3c(c2)OCCO3)nc2c1c(=O)n(C)c(=O)n2C | 107 | -1
32 | CN(C)S(=O)(=O)c1ccc(C(=O)Nc2ccccc2OC(F)(F)C(F)F)cc1 | 157 | 14
33 | O=C1NC(=O)N(c2cccc(Br)c2)C(=O)/C1=C/c1ccc(Oc2ccc([N+](=O)[O-])cn2)cc1 | / | 8
34 | CCOC(=O)N1CCN(c2nc(-c3ccco3)cc(C(F)(F)F)n2)CC1 | / | -1
35 | CCC(C)NC(=O)Cn1cccc1C(=O)c1ccccc1 (stereo not drawn) | 92 | 4
36 | O=C(Nc1nnc(-c2ccc3c(c2)CCCC3)o1)C1COc2ccccc2O1 (stereo not drawn) | 94 | 6
37 | CC12C=CC(O1)C1C(=O)N(c3cccc(C(=O)O)c3)C(=O)C12 (stereo not drawn) | / | 4
38 | COc1cc(N/N=C/c2ccc(N(C)C)cc2)ncn1 | / | -17
39 | O=C(NC1CCCCC1)c1ccc(Br)o1 | 95 | 13&5
40 | CCCc1[nH]nc2c1C(c1cccc(OC)c1)C(C#N)=C(N)O2 (stereo not drawn) | 62 | 0
41 | CCOc1ccc(NC(=O)c2ccc(S(=O)(=O)N(C)C)cc2)c([N+](=O)[O-])c1 | / | -9
42 | O=C(/C=C/c1cccs1)Nc1ncc(Cc2cccc(C(F)(F)F)c2)s1 | / | -3
43 | CC(=O)Nc1ccc(NC(=O)c2cccc(F)c2)cc1 | / | -6
44 | CCCCCOC(=O)C1=C(C)Nc2nnnn2C1c1ccc(OC)c(OC)c1OC (stereo not drawn) | 104 | 2
45 | C=CCNC(=O)C1CC(=O)N(c2ccc(Br)cc2)C1 (stereo not drawn) | 96 | 3&-5
46 | O=C(c1ccc(S(=O)(=O)N2CCOCC2)cc1)N1CCCc2ccccc21 | / | 11
47 | COc1ccc(/C(CC2(O)C(=O)Nc3ccccc32)=N\O)cc1 (stereo not drawn) | 107 | 9
48 | Cc1ccnc(NC(=O)CCC2COc3ccccc3O2)c1 (stereo not drawn) | 113 | 6
49 | COc1ccc(NC(=O)CC2CCCCC2)cc1 | / | 12
50 | O=C(O)c1ccccc1Nc1ccccc1 | 96 | /
51 | COc1cc(C(=O)c2cc(Br)ccc2NC(=O)COc2ccc(C)cc2)cc(OC)c1OC | / | 2
52 | COc1cc(-c2ccc(NC(=O)/C=C/c3ccco3)c(OC)c2)ccc1NC(=O)/C=C/c1ccco1 | / | 12
53 | Cc1cc2n(n1)SC(Nc1ccccc1)N2 (stereo not drawn) | 112 | 7
54 | CCC(=O)Oc1ccc2c3c(c(=O)oc2c1C)CCC3 | / | 4
55 | CCOC(=O)Cn1c(C(F)(F)F)nc2ccccc21 | / | 7
56 | N#CC1=C(N)SC(N)=C(C#N)C1CCc1ccccc1 | 69 | 1
57 | c1ccc2c(c1)Cn1c-2nc2ccccc21 | 70 | 8
58 | N#CC1=C(N)Oc2cc(N)ccc2C1c1cccs1 (stereo not drawn) | / | 10
59 | C=C(C)Cn1c(SCC(=O)O)nc2c1c(=O)[nH]c(=O)n2C | 89 | 3
60 | c1ccc(-c2onc3cc4c(cc23)OCCO4)cc1 | 101 | 5
61 | CCSc1nnc2n(Cc3ccccc3)c(=O)c3c4c(sc3n12)CC(C(C)(C)C)CC4 (stereo not drawn) | / | -22
62 | COCCCNC(=O)c1ccc(CNS(=O)(=O)c2ccc(NC(C)=O)cc2)cc1 | 93 | -10
63 | O=C(CCCN1C(=O)/C(=C\c2cccs2)SC1=S)Nc1ccccn1 | / | 8
64 | COC(=O)c1ccccc1N(Cc1ccccc1)S(C)(=O)=O | 101 | -5
65 | N#C/C(=C\c1ccccc1)C(=O)Nc1sc2c(c1C(N)=O)CCCC2 | / | -10
66 | O=C(N=Nc1c(O)[nH]c2ccc(Br)cc12)c1ccc(Cl)cc1Cl | / | -22
67 | CCCCCSc1nnc2nc(C)cc(C)n12 | / | 1
68 | Nc1c(S(=O)(=O)c2cccs2)c2nc3ccccc3nc2n1Cc1ccc2c(c1)OCO2 | / | 1
69 | O=C(Nc1cccc2ccccc12)c1cc(I)ccc1Cl | / | 3
70 | O=C(OCCc1ccc(SC(=O)c2ccccc2)s1)c1ccccc1 | / | 4
71 | COc1cc(/C=N/N2C(=O)c3cccc4cccc(c34)C2=O)ccc1O | / | 10
72 | NS(=O)(=O)c1ccc(CNC(=O)C2CCCCC2)cc1 | 80 | 0
73 | CCOC(=O)C1=C(O)/C(=C/c2ccccc2)SC1=Nc1ccccc1 | / | 8
74 | CCCc1ccc(-c2ccc(C(=O)Nc3ccc([N+](=O)[O-])cc3)cc2)nc1 | 88 | /
75 | COC(=O)c1ccc(CSc2nncn2C)cc1 | 60 | 10
76 | COc1cccc(NC(=O)CSc2nc3ccccc3o2)c1 | / | 2
77 | COC(=O)c1ccc(NC(=O)CCN2CCN(c3ccccc3)CC2)cc1 | 83 | -10
78 | COC(=O)C(C)N(C(=O)c1ccc(Cl)cc1)c1c(C)cccc1C (stereo not drawn) | / | 5
79 | COc1cc(Cc2cnc(N)nc2N)cc(OC)c1OC | 100&105 | 6
80 | C=CCSc1nnc(NC(=O)CSc2nc(CCC)cc(=O)[nH]2)s1 | 50 | -5

# Next part:
item | SMILES | BAP1 block | HePTP inhibitor
81 | O=C(NCc1cccs1)c1nn2c(c1Cl)NC(c1ccco1)CC2C(F)(F)F (stereo not drawn) | / | 10
82 | COC(=O)c1ccc(N2C(=O)c3ccccc3C2=O)cc1 | / | 7
83 | O=C(Nc1ccc(NC(=O)c2ccc(-c3cccc(Cl)c3)o2)cc1)c1ccco1 | / | 1
84 | CC(=O)C1=C(C)NC(=O)NC1c1cc(Br)ccc1OCC(N)=O (stereo not drawn) | 94 | -9
85 | COc1ccc2nc(N3CCCC(O)C3)c(C#N)cc2c1 (stereo not drawn) | 88 | 3
86 | Cc1cc(C)cc(NC(=O)CCN2CC(C)OC(C)C2)c1 (stereo not drawn) | 106 | 1
87 | COc1ccc(N2CCN(C3CC(=O)N(C)C3=O)CC2)cc1 (stereo not drawn) | 98 | -6
88 | CCn1c(/C=C/c2cc(Br)ccc2O)nc2ccccc2c1=O | / | -9
89 | Cc1ccc(/C=N/NC(=O)c2ccc(Oc3ccc(C(=O)N/N=C/c4ccc(C)o4)cc3)cc2)o1 | / | -1
90 | CC1=C(C)[N+](=O)C2CCCCC2N1[O-] (stereo not drawn) | 86 | -1
91 | COc1cc(-c2c(C#N)c(N)nc3sc(C(=O)c4ccccc4)c(N)c23)cc(OC)c1OC | 117 | /
92 | C[C@@H]1C[C@H]2[C@@H]3CCC4=CC(=O)C=C[C@]4(C)[C@@]3(F)[C@@H](O)C[C@]2(C)[C@H]1C(=O)CO | 127 | -2
93 | CCc1ccc(C2NC(=O)NC(C)=C2C(=O)OCC(C)C)cc1 (stereo not drawn) | 101 | /
94 | COc1ccccc1N(CC(=O)N/N=C\c1c(O)ccc2ccccc12)S(=O)(=O)c1ccccc1 | / | 3
95 | CCNc1cc2n(c(=O)n1)CCc1cc(OC)c(OC)cc1-2 | / | 1
96 | COc1ccc(NCN2C(=O)CSC2=O)cc1Cl | / | 5
97 | O=C(Nc1ccccc1C(=O)N1CCCC1)c1cccc(F)c1 | / | -3
98 | O=C(c1ccc([N+](=O)[O-])cc1)N1CCN(C2CCCC2)CC1 | / | -5
99 | C/C(NC1CCCCC1)=C(/C#N)C(=O)NCCN1CCOCC1 | 90 | 1
100 | CCc1ccc2[nH]c(=O)c(CN(CCCN3CCOCC3)C(=O)Nc3ccc(F)cc3)cc2c1 | 111 | 4
101 | Cc1ccc(N(CC(=O)NC2CCCCCC2)S(=O)(=O)c2c(C)nn(C)c2C)cc1 | 104 | 3
102 | COC(=O)c1ccc(NC(=O)Cc2ccccc2[N+](=O)[O-])cc1 | / | 2
103 | O=C(Nc1nc2c(s1)CCCC2)C1CCCN1C(=O)c1cccs1 (stereo not drawn) | 102 | 8
104 | CCOC(=O)C(Cc1cc(C)c(CC(C(=O)OCC)C(=O)OCC)cc1C)C(=O)OCC | / | 11
105 | Cn1ccnc1SCC(=O)Nc1ccc2c(c1)COC2=O | / | 12
106 | O=C1CC(N2CCN(C(c3ccccc3)c3ccccc3)CC2)C(=O)N1 (stereo not drawn) | 86 | 3
107 | N#Cc1ccc(C(c2nnnn2CCc2ccccc2)N2CCCCCC2)cc1 (stereo not drawn) | 85 | 5
108 | CCOc1cccc(OCCOCCN(C)Cc2ccccc2)c1 | 96 | -9
109 | CCOC(=O)CN1CC23C=CC(O2)C(C(=O)Nc2ccc(OC)cc2OC)C3C1=O (stereo not drawn) | 81 | 12
110 | COCCOC(=O)C1=C(C)NC(C)=C(C(=O)OCCOC)C1c1ccc(-c2cccc(Cl)c2Cl)o1 | / | 4
111 | COc1ccc2cc(CCNC(=O)c3c(-c4ccccc4Cl)noc3C)c(=O)[nH]c2c1 | 83 | 16
112 | CN1Cc2c(N3CCOCC3)nc(SCc3ccccc3)c(C#N)c2CC1(C)C | 143 | -5
113 | Cc1ccc2c(C(=O)CN3CCCCC3CCO)c(C)[nH]c2c1 (stereo not drawn) | 94 | 1
114 | O=C1C(=O)N(c2cccc([N+](=O)[O-])c2)C(c2ccccc2F)/C1=C(/O)c1ccccc1 (stereo not drawn) | / | 2
115 | O=C(Nc1cccc(Br)c1)c1ccc([N+](=O)[O-])cc1 | / | 10
116 | CCCNc1ncnc2nc[nH]c12 | 100 | 4
117 | COc1ccc([N+](=O)[O-])cc1NCc1ccc(C(F)(F)F)cc1 | / | -17
118 | CSc1nc2c(c(=O)[nH]1)C(c1cccs1)C1=C(CCCC1=O)N2 (stereo not drawn) | / | -5
119 | CC1CCN(C(=O)CN(C2CCCCC2)S(C)(=O)=O)CC1 | 85 | 6
120 | COC(=O)C1=C(C)N(C)C(C)=C(C(=O)OC)C1c1cc(Br)c(OC)c(OC)c1 | / | 5
121 | O=C(O)COc1ccc(Br)cc1/C=C1\C(=O)NC(=O)N(c2ccc(Cl)cc2)C1=O | / | 5

# Given in transposed form: 3 of the compounds above.
[111] COc1ccc2cc(CCNC(=O)c3c(-c4ccccc4Cl)noc3C)c(=O)[nH]c2c1
[112] CN1Cc2c(N3CCOCC3)nc(SCc3ccccc3)c(C#N)c2CC1(C)C
[113] Cc1ccc2c(C(=O)CN3CCCCC3CCO)c(C)[nH]c2c1 (stereo not drawn)

Compound | 111 | 112 | 113
BAP1 block | 83 | 143 | 94
HePTP inhibitor | 16 | -5 | 1
